Screening data deposited in PubChem BioAssay by several laboratories.
PABP1 MLLE inh: inhibitors of PABP1 MLLE–PAM2 peptide binding, primary screen, biochemical, fluorescence polarization, FITC-PAM2, GST-MLLE; inhibition, % at 20 µM; 360,000 tested, 0.36% active; AID 588489, 2011; in the data active = inhibition above about 35%, passing the limit was not always enough;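 note: plate controls were DMSO wells with GST-MLLE for no effect and wells lacking GST-MLLE protein for full effect; some results filed as inactive read as strong as hits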
STEP block: STEP phosphatase inhibitors, primary screen, biochemical, fluorescence intensity, uHTS; Tyrosine-protein phosphatase non-receptor type 5 (Homo sapiens), P54829; recombinant STEP, OMFP fluorogenic substrate; inhibition, % at 20 µM; 360,000 tested, 0.25% active;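 active = inhibition at 20 µM, scaled per plate between control wells, above about 37%, limit read from the data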;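 note: 0% = DMSO with enzyme and substrate and 100% = substrate only without enzyme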
Target sequence (P54829 whole entry, looked up): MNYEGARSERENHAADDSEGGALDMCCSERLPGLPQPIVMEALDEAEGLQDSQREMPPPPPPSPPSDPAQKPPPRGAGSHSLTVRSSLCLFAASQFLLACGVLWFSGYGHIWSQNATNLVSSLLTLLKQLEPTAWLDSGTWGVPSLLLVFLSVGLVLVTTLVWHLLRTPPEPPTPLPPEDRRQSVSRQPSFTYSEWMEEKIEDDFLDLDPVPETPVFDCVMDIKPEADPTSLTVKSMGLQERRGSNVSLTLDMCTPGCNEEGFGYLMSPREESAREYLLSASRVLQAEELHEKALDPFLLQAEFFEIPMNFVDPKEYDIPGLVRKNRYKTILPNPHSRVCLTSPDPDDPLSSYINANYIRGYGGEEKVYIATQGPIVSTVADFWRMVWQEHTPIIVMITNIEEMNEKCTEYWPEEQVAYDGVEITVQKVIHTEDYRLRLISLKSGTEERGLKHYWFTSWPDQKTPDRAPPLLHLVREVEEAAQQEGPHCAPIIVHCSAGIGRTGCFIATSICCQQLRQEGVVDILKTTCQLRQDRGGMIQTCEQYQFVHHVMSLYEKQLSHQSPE
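Material: STEP (striatal-enriched tyrosine phosphatase) enzyme, cell-free; Compound dosing: 20 µM single dose in 1% DMSO; Technique: fluorescence read at 480 nm ex / 540 nm em; Times: reaction 20 min, ambient temperature; Medium: 50 mM Bis-Tris pH 6.0 with 2.5 mM DTT and 0.005% Tween 20; Also added: OMFP at 25 µM.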
SUMO1-SIM PPI: modulators of SUMO1 protein-protein interactions, primary screen, biochemical, uHTS; SUMO1 binding to a labelled peptide, TR-FRET, 1 h; inhibition, % at 20 µM; 360,000 tested, 0.33% active; AID 602429, 2012; in the data active = inhibition above about 37%
Target sequence (P63165 whole entry, looked up): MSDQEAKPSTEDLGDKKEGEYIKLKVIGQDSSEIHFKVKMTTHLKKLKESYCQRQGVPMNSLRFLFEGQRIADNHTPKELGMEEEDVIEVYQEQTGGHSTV
CSN deneddyl inh: inhibitors of CSN-mediated cullin deneddylation, primary screen, biochemical, fluorescence polarization, uHTS; inhibition, % at 12.5 µM; 360,000 tested, 0.38% active; AID 651999, 2013; COP9 signalosome complex subunit 5 (Homo sapiens), Q92905; Purified CSN, SCF-Nedd8-OG deneddylation;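 active = pattern-corrected inhibition above about 35%, with an unprinted fluorescence ratio check between 0.5 and 1.5, limit read from the data, passing the limit was not always enough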;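 note: 0% = enzyme with substrate and 100% = substrate without enzyme; some results filed as inactive read as strong as hits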
Target sequence (Q92905 whole entry, looked up, one chain of several): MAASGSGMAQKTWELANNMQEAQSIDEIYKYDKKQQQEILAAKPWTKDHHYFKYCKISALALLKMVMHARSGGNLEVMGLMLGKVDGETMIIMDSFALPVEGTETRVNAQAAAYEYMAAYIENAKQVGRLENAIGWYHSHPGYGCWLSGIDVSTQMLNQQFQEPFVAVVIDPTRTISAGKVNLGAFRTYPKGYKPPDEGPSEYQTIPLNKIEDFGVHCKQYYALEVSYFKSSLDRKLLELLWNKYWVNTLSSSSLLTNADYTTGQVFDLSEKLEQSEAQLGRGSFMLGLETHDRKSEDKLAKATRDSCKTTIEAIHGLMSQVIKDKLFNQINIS
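Assay system: purified human Csn5 enzyme expressed in HEK293T cells; Input: 0.24 nM Csn5 enzyme, final concentration; Reagent: 10 nM SCFSkp2-Nedd8OG; Compound dosing: 12.5 µM single point; Times: reaction 90 min, room temperature; Technique: fluorescence polarization readout.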
LMPTP block: LMPTP phosphatase inhibitors, primary screen, biochemical, fluorescence intensity, uHTS | 360,000 tested, 0.22% active | inhibition, % at 20 µM | AID 651560, 2012 | recombinant LMPTP-A, OMFP fluorogenic substrate | Low molecular weight phosphotyrosine protein phosphatase (Homo sapiens), P24666;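 active = compounds that cut the enzyme signal by at least half of the control window in the single-dose screen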;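 note: plate controls were DMSO wells with enzyme plus substrate for no effect and substrate without enzyme for full effect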
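Test system: LMPTP-A phosphatase enzyme. Amount: LMPTP-A at 0.625 nM final in the reaction. Reagent: OMFP substrate, 400 µM final. Times: 50 min at room temperature. Signal: endpoint fluorescence intensity from OMFP dephosphorylation. Read-out basis: % inhibition. Benchmarks: no-enzyme and uninhibited controls.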
TbMetRS inhib: T. brucei MetRS inhibitors, primary screen, biochemical, luminescence; 360,000 tested, 0.4% active; AID 624268, 2012; methionyl-tRNA synthetase (Trypanosoma brucei brucei); purified T. brucei MetRS, ATP depletion, Kinase-Glo luminescence; inhibition, % at 11.9 µM;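 active = inhibition above a per-plate cutoff of the control wells' mean inhibition plus 3 SD, cut at about 5.5% in these data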;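 note: 0% = DMSO wells median and 100% = median of wells with control inhibitor compound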
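Test system – parasite MetRS enzyme · Reagent – substrates ATP, L-methionine and bulk Escherichia coli tRNA · Doses – 11.9 µM compound single dose, 0.9% DMSO · Times – 15 min enzyme-compound preincubation, 2 h reaction, 10 min detection, 25 °C · Signal – Kinase-Glo luminescence, ATP depletion format · Controls – DMSO-only wells as low control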
Scp-1 inhibitor: Scp-1 phosphatase inhibitors, primary screen, biochemical, colorimetric, uHTS; Carboxy-terminal domain RNA polymerase II polypeptide A small phosphatase 1 (Homo …; Recombinant Scp1, phosphopeptide, malachite green phosphate absorbance; inhibition, % at 20 µM; 340,000 tested, 0.88% active; AID 493091, 2011;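 active = inhibition above about 50% at 20 µM, limit read from the data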;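 note: plate controls were DMSO wells with enzyme for no effect and wells lacking enzyme for full effect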
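Test system: SCP-1 catalytic domain; Buffer or medium: Acidic Tris acetate buffer with magnesium and detergent; Also added: Phosphorylated 17-residue peptide substrate; Compound: single 20 µM dose, 1% DMSO; Schedule: enzyme reaction 45 min at room temperature, colour 5 min, stabilisation 30 min; Signal: Phosphate-binding colour reagent, absorbance read at 630 nm.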
NadD inh: inhibitors of S. aureus NadD, primary screen, biochemical, colorimetric, uHTS; Nicotinate-nucleotide adenylyltransferase NadD (Staphylococcus aureus N315); 360,000 tested, 0.78% active; AID 602399, 2012; purified NadD enzyme, colorimetric absorbance read-out; inhibition, % at 20 µM; in the data active = inhibition above about 26%; note: some compounds past the cut are filed as inactive
DNMT1 block: human DNMT1 methyltransferase inhibitors, primary screen, biochemical, molecular beacon, fluorescence, HinP1I cleavage, uHTS; DNA (cytosine-5)-methyltransferase 1 (Homo sapiens), P26358; AID 588458, 2011; 360,000 tested, 0.83% active; inhibition (reported as % activation of signal), % at 10 µM; in the data active = inhibition above about 50%
Rpn11 block: Rpn11 (PSMD14) deubiquitinase inhibitors, primary screen, biochemical, fluorescence polarization, uHTS; AID 588493, 2011; human 26S proteasome, Ub4-pepOG fluorescence polarization; 20S core pre-blocked with epoxomicin; calls only at 20 µM; 26S proteasome non-ATPase regulatory subunit 14 (Homo sapiens), O00487; 360,000 tested, 0.59% active;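 active = inhibition at 20 µM, scaled to each plate's controls, above about 33%, limit read from the data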
* = called active by the depositor; i = inactive; x = not tested or not shown.

Order of results – PABP1 MLLE inh	STEP block	SUMO1-SIM PPI	CSN deneddyl inh	LMPTP block	TbMetRS inhib	Scp-1 inhibitor	NadD inh	DNMT1 block	Rpn11 block
NC(=O)NC(=O)CSc1nc(-c2ccccc2)c(-c2ccccc2)n1CC1CCCO1 (stereo not drawn)
→ 3	-6	1	4	-0.8	-0.5	-1	-5	0	i
CCn1c(SCC(=O)NCC2CCCO2)nnc1-c1ccccc1OC (stereo not drawn)
→ -8	-2	1	1	-1.6	0.0	-8	1	2	i
CCOC(=O)[C@]12CCC=C1N(Cc1ccccc1)C(=O)[C@H](CC(=O)NCc1ccc(OC)c(OC)c1)C2
→ x	x	4	-2	-1.4	-0.6	x	2	x	x
O=C(O)Cn1cc(/C=c2/sc3nc4ccccc4n3c2=O)c2ccccc21
→ -78	18	22	5	2.9	0.5	5	5	1	i
Cc1ccc(OCCN(C)C(=O)c2cc(COc3ccc(F)cc3F)on2)cc1
→ 10	0	3	12	1.7	-0.7	-15	-7	0	i
CC(=O)NC1C(c2nc3ccccc3s2)=C(c2ccccc2)C(=O)N1c1ccc(C)cc1 (stereo not drawn)
→ 5	1	-13	0	1.6	-1.1	-2	15	-7	i
CCOC(=O)C1C(=O)NC(C(=O)OCC)(C(=O)OCC)C1C(C)CC (stereo not drawn)
→ -2	2	2	5	0.2	0.0	-13	4	-1	i
COc1ccc(/C=C2\SC(=O)N(CC(=O)Nc3cccnc3)C2=O)cc1OC
→ 12	-2	-26	-5	-0.1	0.1	-1	5	-5	i
CC(C)CCn1c(=O)c2ccccc2n2c(CN3CCOCC3)nnc12
→ -2	-2	1	-2	-0.9	0.4	-7	-2	3	i
S=c1nc(-c2ccccc2Cl)[nH][nH]1
→ 26	7	-1	2	-2.5	-0.2	4	-4	0	i
CC(=O)c1ccc([C@@H]2C[C@]34CN(Cc5cccc(C(F)(F)F)c5)S(=O)(=O)[C@H]3C[C@H]2O4)cc1
→ 0	0	6	2	0.6	-0.2	-8	-4	-2	i
Cc1ccc(S(=O)(=O)NCCCCCC(=O)N(C)C)cc1
→ 3	-1	-1	7	-0.2	0.1	-5	5	26	i
COc1cc(OC)c2c(-c3cccc(-c4ccc(OC(F)(F)F)cc4)c3)cc(=O)oc2c1
→ -7	1	0	5	3.2	0.1	-8	4	6	i
CCCCn1nnnc1SCC(=O)N1CCCC1
→ 1	1	2	0	-1.5	0.1	-2	1	0	i
CC(C)Cc1nnc(NC(=O)CCC(=O)N2CCN(c3ccc([N+](=O)[O-])cc3)CC2)s1
→ 7	0	-20	1	0.3	-0.3	-3	-6	0	i
Cc1nc2ccccc2n1CCN1CCOCC1
→ -3	2	-5	1	2.5	0.3	-9	1	-1	i
Cc1ccc2nc(-c3ccccc3C)oc(=O)c2c1
→ 8	1	1	3	-0.8	-0.9	-11	-2	-2	i
CC1CC(C)CN(c2ccc(NS(=O)(=O)c3ccccc3)cc2C(=O)O)C1 (stereo not drawn)
→ 5	3	3	-6	0.3	0.9	-2	0	0	i
COc1cc2[nH]c(=S)nc(NCc3cccc(Cl)c3)c2cc1OC
→ -30	0	-93	-1	2.9	-0.2	-4	0	-6	i
COC(=O)c1c(NC(=O)c2cccc(S(=O)(=O)N3CCN(C)CC3)c2)sc(C)c1C
→ 9	4	3	5	-2.7	-0.6	4	-13	-6	i
O=C(Cn1cnc2c(OCc3ccccc3)ncnc21)N1CCN(c2ccccn2)CC1
→ 10	-2	-3	-2	0.1	-1.8	4	-2	-2	i
COCCNC(=O)C1(C)CCN(C(=O)c2cccc(C)c2C)C1 (stereo not drawn)
→ -4	0	1	2	-1.7	0.0	x	-3	5	i
O=C(NC1CC1)C1=C[C@H](c2ccccc2)C[C@H](OCc2ccc(CO)cc2)O1
→ 0	0	-4	1	-2.8	-0.4	-5	-7	2	i
O=C(NN=C1CCCCCC1)c1cc2ccccc2cc1O
→ 7	4	-4	-1	-0.6	0.8	-8	1	1	i
CN(Cc1nc2ccccc2[nH]1)Cc1nc(CC2CC2)no1
→ -11	1	-5	-3	-1.9	-0.2	0	-10	0	i
COc1cc(C(=S)N2CCOCC2)ccc1OC(=O)c1cccc(C)c1
→ 27	2	1	0	0.3	2.4	-18	-4	-4	i
CCCNS(=O)(=O)c1cccc(C(=O)NC2CCCc3ccccc32)c1 (stereo not drawn)
→ -2	1	9	0	-0.6	-0.3	-4	-1	-4	i
CCOC(=O)C1=C[C@@H](C2CCCCC2)N(S(=O)(=O)c2ccc([N+](=O)[O-])cc2)[C@H]1c1ccccc1
→ -7	2	2	1	1.1	-0.3	x	-3	1	i
O=C(OCc1ccccc1F)c1cnc(Cl)c(Cl)c1
→ -3	2	0	4	3.3	0.0	-10	-5	2	i
CC(=O)N1CCC(C(=O)N2CCN(S(=O)(=O)c3ccc(F)cc3)CC2)CC1
→ -3	-1	-3	-3	-0.7	0.0	0	-8	3	i
CCOC(=O)CSc1n[nH]c(=O)n1CCc1ccccc1
→ -6	-2	5	-4	-0.9	0.3	-4	-8	-1	i
CCOC(=O)C1CCN(C(=O)c2cc(S(=O)(=O)N(C)C)ccc2N2CCCC2)CC1
→ 10	-1	1	5	1.0	-0.3	-8	1	3	i
O=S(=O)(NCCc1ccc(Cl)cc1)c1cccs1
→ -11	-2	7	-3	0.2	0.2	-8	-5	-1	i
Cc1ccc[n+](CC(=O)Nc2ccc(C)c(C)c2)c1
→ -14	1	0	0	-0.4	0.1	-10	-3	2	i
CCN(CC)S(=O)(=O)c1ccc(/C=C/C(=O)OCC(=O)c2c(N)n(C)c(=O)n(C)c2=O)cc1
→ -2	2	-9	-8	0.5	-0.2	-6	-1	1	i
O=C(Cn1nc(-c2ccccc2)c2ccccc2c1=O)Nc1ccc2c(c1)nc1n2CCOC1
→ -7	3	0	-4	1.3	-1.2	-1	7	0	i
O=C(Nc1ccc2c(c1)OCO2)c1cccc2c1C(=O)N(C1CCCCC1)C2
→ 2	0	4	-3	1.2	-0.3	-5	-6	-3	i
CN(C)S(=O)(=O)c1cccc(NC(=O)COc2ccc(S(=O)(=O)N3CCOCC3)cc2Cl)c1
→ 2	1	5	5	-1.0	-0.2	5	-2	16	i
COc1cc(-c2noc(C)c2C(=O)NCCc2ccccc2)cc(OC)c1OC
→ 3	1	-3	-4	-1.2	-0.4	-2	2	-1	i
COc1ccccc1/C=N/OCc1ccc(C#N)cc1
→ -5	-1	0	-4	-1.1	-0.1	-6	-7	12	i
Cc1ccc(CSCc2ccc(C(=O)NC3CCCC3)o2)cc1
→ 6	1	-3	2	0.7	-0.2	-11	-8	-1	i
COCCNC(=O)C1(C)CCN(C(=O)c2oc3ccccc3c2C)C1 (stereo not drawn)
→ 8	-1	0	-3	-0.5	-0.2	x	-2	5	i
COc1cc2ncnc(NCc3cc(F)ccc3F)c2cc1OC
→ 3	1	10	-2	1.8	-1.1	-12	-10	-2	i
CC1CCN(CCCNC(=O)c2cn(C)c3ccc(S(=O)(=O)N4CCCC4)cc3c2=O)CC1
→ 0	-2	0	-6	-2.5	0.0	2	1	4	i
Cc1ccc(N=Cc2ccc(N(C)C)cc2)cc1C
→ 16	2	-4	8	-0.2	0.1	-8	-1	-2	i
C=CCNC(=O)c1cc2sccc2n1C
→ 2	-1	-3	-3	0.6	-1.7	2	0	2	i
CC(=O)Nc1ccc(NS(=O)(=O)c2cccc3nonc23)cc1
→ -3	-1	-30	5	-1.0	-0.2	-1	-2	3	i
O=C(Nc1ccc(N2CCOCC2)cc1)c1ccc(Cl)c(S(=O)(=O)N2CCCCC2)c1
→ 4	2	1	-1	-0.4	-0.6	2	11	-5	i
Cc1ccc(S(=O)(=O)N2CCOCC2)cc1NC(=O)COc1ccc(-c2nnco2)cc1
→ -6	-5	2	-8	-1.3	0.1	-5	-5	3	i
Clc1ccc(OCc2noc(-c3ccsc3)n2)c(Cl)c1
→ -2	0	4	-2	2.5	1.4	-17	-7	-2	i
CC(C)NS(=O)(=O)c1ccc(Oc2ncc(C(F)(F)F)cc2Cl)cc1
→ 1	-4	-1	5	1.1	1.2	-14	-8	-3	i
COc1ccc(S(=O)(=O)N(C)CC(=O)NCCC2=CCCCC2)cc1
→ -23	5	2	6	0.7	-0.3	-3	6	5	i
CC(NS(=O)(=O)c1ccc(Cl)c(Cl)c1)C(=O)OCC(=O)N1CCCCCC1 (stereo not drawn)
→ -3	-1	1	7	-0.8	-0.3	-6	-1	0	i
CCCNC(=O)COC(=O)c1ccc(OCC(=O)Nc2ccccc2OC)c(OC)c1
→ 4	0	-2	7	2.8	-0.2	-5	1	12	i
CC(=O)Nc1ccc(NC(=O)C2CCN(C(=O)c3ccc([N+](=O)[O-])cc3)CC2)cc1
→ -2	-2	-21	-3	-1.1	-0.5	-10	-1	6	i
c1ccc(-c2csc3ncnc(NCCN4CCOCC4)c23)cc1
→ -2	-4	-3	1	0.0	-0.6	-5	4	-1	i
